# CHO-K1 Ca ag: counter-screen for M1 agonists: effect in parental CHO-K1 cells; Fluo-8 calcium fluorescence; scaled to maximal ATP response, vehicle zero; activation, % at 3 µM; 360,000 compounds, 0.48% hits; AID 602248, 2012; in the data active = activation above about 15%;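 also: untransfected CHO-K1 host cells lacking M1 receptor as counterscreen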
# CHO parental Ca: ATP-evoked calcium signal inhibitors, parental CHO, primary screen, counter-screen for OX1R antagonist project, cell-based, fluorescence, Fluo-8 calcium dye; inhibition, % at 5.6 µM; AID 463079, 2010; 330,000 compounds, 0.63% hits; parental CHO-K1, ATP-induced calcium, Fluo-8 fluorescence;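 active = inhibition above that plate's mean sample inhibition plus 3 SD, cut at about 26% in these data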;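 also: 0% = ATP-challenged DMSO wells and 100% = DMSO wells without ATP; some compounds past the cut are filed as inactive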
#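 Material: parental CHO cells / Compound: single nominal dose of 5.6 µM per compound / Signal: Fluo-8 fluorescence / Replicates: singlicate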
# M1 antag: human M1 muscarinic receptor antagonists, primary screen, CHO-K1 cells, Fluo-8 calcium fluorescence, 1536-well. inhibition, % at 3 µM. CHO-K1 hM1, ACh EC80 antagonist. 360,000 compounds, 1.3% hits. Muscarinic acetylcholine receptor M1 (Homo sapiens), P11229;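 active = percent inhibition above its own plate's cutoff, namely the mean of that plate's compound wells plus 3 SD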;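 also: peak over basal fluorescence ratio during 140 s after agonist addition; 0% = ACh EC80 plus DMSO and 100% = DMSO alone without agonist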
# Target sequence (P11229 whole entry, looked up): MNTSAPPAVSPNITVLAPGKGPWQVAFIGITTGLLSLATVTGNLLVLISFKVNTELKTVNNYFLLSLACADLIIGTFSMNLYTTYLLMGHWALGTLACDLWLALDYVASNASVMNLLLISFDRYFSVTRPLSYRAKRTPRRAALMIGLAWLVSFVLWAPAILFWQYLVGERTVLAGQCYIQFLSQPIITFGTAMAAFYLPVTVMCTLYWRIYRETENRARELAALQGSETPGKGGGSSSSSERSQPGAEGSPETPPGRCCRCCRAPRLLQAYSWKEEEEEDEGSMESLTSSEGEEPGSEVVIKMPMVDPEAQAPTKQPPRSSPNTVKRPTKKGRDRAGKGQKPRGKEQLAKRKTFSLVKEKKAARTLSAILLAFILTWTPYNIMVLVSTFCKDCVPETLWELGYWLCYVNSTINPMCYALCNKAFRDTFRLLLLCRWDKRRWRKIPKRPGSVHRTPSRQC
# TAAR1 antagonist: human TAAR1 antagonists, primary screen, Fluo-8 calcium fluorescence, CHO RD-HGA16 cells. Trace amine-associated receptor 1 (Homo sapiens), Q96RJ0. antagonist. inhibition, % at 3 µM. 360,000 compounds, 1.5% hits;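 active = inhibition above a per-plate cutoff, the mean inhibition of test compounds on that plate plus 3 SD, cut at about 49% in these data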;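 also: 0% = DMSO plus EC80 beta-PEA response and 100% = DMSO alone without agonist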
# Target sequence (Q96RJ0 whole entry, looked up): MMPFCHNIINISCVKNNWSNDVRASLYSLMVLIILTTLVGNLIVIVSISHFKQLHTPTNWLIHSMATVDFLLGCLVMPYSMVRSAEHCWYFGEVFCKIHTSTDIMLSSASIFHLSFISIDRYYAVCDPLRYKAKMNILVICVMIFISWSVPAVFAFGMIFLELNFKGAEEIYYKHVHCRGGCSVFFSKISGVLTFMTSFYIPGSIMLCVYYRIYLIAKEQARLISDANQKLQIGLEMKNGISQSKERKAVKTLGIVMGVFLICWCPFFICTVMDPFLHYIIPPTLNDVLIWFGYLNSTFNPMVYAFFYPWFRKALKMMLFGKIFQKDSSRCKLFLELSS
#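 Test system – hTAAR1-expressing CHO RD-HGA16 cells, Gα16-coupled · Also added – β-PEA at EC80 concentration, post-compound challenge · Compound – 3 µM, single point · Incubation – dye loading 75 min at 37 °C, then 30 min room temperature · Measured by – Fluo-8 intracellular calcium dye fluorescence, real-time kinetic reads · Benchmarks – vehicle and agonist controls · Replicates – singlicate, one well per test compound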
# CHO-K1 Ca antag: counter-screen for M1 antagonists: effect in parental CHO-K1 cells; ATP-induced calcium, Fluo-8 fluorescence; inhibition, % at 3 µM; 360,000 compounds, 0.6% hits;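 active = inhibition above a per-plate cutoff, the plate's mean sample inhibition plus 3 SD, cut at about 24% in these data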;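 also: 0% = DMSO plus EC80 ATP and 100% = DMSO alone without ATP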
# CHRM1 agonist: human M1 muscarinic receptor agonists, primary screen, Fluo-8 calcium fluorescence, CHO-K1 cells, HTS. CHO-K1 hM1, agonist mode; 0% DMSO, 100% acetylcholine EC100. activation, % at 3 µM. 360,000 compounds, 0.33% hits. AID 588814, 2011;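 active = activation above the run's mean compound activation plus 3 SD, cut at about 16% in these data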;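 also: peak over basal fluorescence ratio within a 140 s kinetic read after compound addition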
# CHO-K1 Ca PAM: nonselective calcium activators in parental CHO-K1 cells, primary screen, counter-screen for M1 PAM project, cell-based, Fluo-8 calcium fluorescence, full deck, 1536-well. 360,000 compounds, 0.02% hits. activation, % at 3 µM. ATP EC20; 0% at ATP EC20, 100% at ATP max. AID 602247, 2012;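 active = activation above the run cutoff, the mean activation of all test compounds plus 3 SD, cut at about 40% in these data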;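 also: peak over basal fluorescence ratio in a 140 s read after ATP addition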
# TAAR1 ag: human TAAR1 agonists, primary screen, Fluo-8 calcium fluorescence, CHO RD-HGA16 cells | AID 624467, 2012 | vehicle wells 0%, saturating PEA agonist 100% | 360,000 compounds, 0.99% hits | activation, % at 3 µM;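 active = activation above the mean activation of all test compounds in the run plus 3 SD, cut at about 38% in these data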
#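 Test system: RD-HGA16 (CHO) cells co-expressing Gα16 and hTAAR1 / Benchmarks: DMSO vehicle as 0%, PEA at EC100 as 100% / Repeats: no replicates (n 1) / Measure: % activation from peak over basal fluorescence ratio, DMSO-to-PEA scaled / Timing: 17-24 h plating, Fluo-8 75 min 37 °C, 30 min RT / Technique: kinetic Fluo-8 calcium fluorescence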
# CHRM1 PAM: human M1 muscarinic receptor positive allosteric modulators, primary screen, CHO-K1 cells, Fluo-8 calcium fluorescence, 1536-well; 360,000 compounds, 0.088% hits; activation, % at 3 µM; CHO-K1 hM1, ACh EC20; 0% = ACh EC20, 100% = maximal ACh; Muscarinic acetylcholine receptor M1 (Homo sapiens), P11229; in the data active = activation above about 19%, passing the limit was not always enough
# The depositor's hits bear a star; x = no result given.
Molecule	CHO-K1 Ca ag	CHO parental Ca	M1 antag	TAAR1 antagonist	CHO-K1 Ca antag	CHRM1 agonist	CHO-K1 Ca PAM	TAAR1 ag	CHRM1 PAM
NS(=O)(=O)c1ccc(N2CCCCCC2)c([N+](=O)[O-])c1	0.2	-5.3	-3.7	3.6	5.3	-4.4	-5.3	10.7	-1.2
O=C(CSc1ncnc2sccc12)Nc1ccc(S(=O)(=O)N2CCOCC2)cc1	1.2	x	-0.6	-0.5	7.0	-4.9	16.3	5.3	3.2
Cc1ccc(S(=O)(=O)N2CCN(C(=O)C(C)Cn3nc(C)c(C)c3C)CC2)cc1C (stereo not given)	0.3	1.5	-4.8	-10.5	-2.3	-1.7	-2.0	8.7	4.6
Nc1ccccc1OCCOc1ccccc1N	-0.2	-11.5	5.5	-9.7	-3.6	-4.0	-6.1	-0.1	0.7
CCc1cccc(CC)c1NC(=S)NC(C)c1ccccc1 (stereo not given)	3.5	-20.2	-2.8	-15.4	0.8	-9.8	5.2	0.8	-0.9
COc1ccc(NC(=O)Cc2c(F)cccc2Cl)cc1	0.3	-10.2	-8.1	5.6	-11.7	-6.1	22.9	-1.3	5.7
Cc1noc(C)c1COC(=O)c1cccc(S(=O)(=O)N2c3ccccc3CC2C)c1 (stereo not given)	3.7	0.5	13.2	18.1	7.3	-3.0	7.9	0.9	-8.7
Cc1nnsc1Sc1ccccn1	0.5	3.1	2.2	6.0	-5.1	-10.7	21.6	4.7	8.3
CC(C)(C)CC(C)(C)NC(=O)Nc1cccc([N+](=O)[O-])c1	13.3	13.0	31.5*	-28.9	14.5	1.3	-22.1	2.7	-17.5
CCOc1ccc2nc(NS(=O)(=O)c3ccc4c(c3)n(C)c(=O)n4C)sc2c1	0.1	1.9	-3.2	2.6	25.9*	-1.5	8.8	0.3	7.1
CC(C)OCCCNC(=O)CN1CCN(Cc2ccc(Cl)cc2)C1=O	0.6	-18.3	-2.1	-3.9	0.7	-4.3	8.9	1.7	4.9
COc1ccccc1NC(=O)CCCNC(=O)Cn1cnc2sc(C)c(C)c2c1=O	0.6	-19.0	-15.7	0.4	-8.3	-1.9	3.0	-2.1	11.4
CCN1CCC2(CC1)N=C(c1ccc(F)cc1)C(=S)N2	4.2	-1.4	38.6*	1.3	-8.2	-7.8	11.5	6.8	-22.4
O=C(Cc1cccs1)Nc1cccc(-c2nc3ccccc3o2)c1	0.8	-21.1	-31.4	28.4	7.1	2.3	-2.5	9.8	5.6
COc1ccc([C@@H]2CC=C(C(=O)O)[C@H](c3ccc(F)cc3)N2S(=O)(=O)c2ccccc2C)cc1	1.1	-18.1	-0.7	-1.6	-17.9	-6.3	21.4	4.6	4.9

Molecule	CHO-K1 Ca ag	CHO parental Ca	M1 antag	TAAR1 antagonist	CHO-K1 Ca antag	CHRM1 agonist	CHO-K1 Ca PAM	TAAR1 ag	CHRM1 PAM
COc1ccc2[nH]c(=O)c(CN(C(C)=O)c3cccc(C)c3)cc2c1	1.1	-10.9	-7.1	-4.3	-8.8	0.2	1.5	4.0	12.8
Cc1ccc(-c2cc3c(n2-c2ccc(C(=O)O)cc2)CCCC3=O)cc1	0.3	0.3	8.0	-16.6	3.6	-5.8	-0.6	0.9	-2.8
O=S(=O)(Nc1ccccn1)c1cnc(Cl)c(Br)c1	0.8	-5.2	-7.8	-8.8	-8.6	-2.8	25.6	12.1	0.8
CCOC(=O)c1c(NC(=O)C2CCCO2)sc(C(=O)OC(C)(C)C)c1C (stereo not given)	-0.1	-25.6	0.2	-0.3	-4.6	-3.5	-2.9	0.4	-2.6
O=C(OC1CCCCC1)c1cc2ccccc2oc1=O	-0.3	-10.3	-12.5	3.2	-8.7	-6.3	6.6	5.8	13.4
Cc1cc(NC(=O)CSc2nccn2-c2ccc([N+](=O)[O-])cc2)no1	0.7	-4.1	-14.0	-12.8	-16.6	-6.6	30.1	0.7	14.1
COc1cc2oc3ccc(C#Cc4ccc(N)cc4)cc3c(=O)c2cc1OC	-0.6	-18.1	16.0	56.0*	20.6	-5.5	-22.6	11.9	-8.8
O=C(NCc1ccc2c(c1)OCO2)c1ccc(CSCc2cccc(Cl)c2)o1	2.0	-15.8	-5.2	4.5	-13.2	-10.5	14.6	3.2	5.9
Cc1cc(NC(=O)c2ccc([N+](=O)[O-])cc2Cl)no1	1.0	-5.1	-12.3	-2.8	0.8	-3.0	-6.9	2.7	8.0
CCCCN(C(=O)c1ccc(N(C)S(=O)(=O)c2ccc(C)cc2)cc1)c1c(N)n(CC(C)C)c(=O)[nH]c1=O	-0.1	x	-0.3	-3.0	-4.0	-1.7	-4.9	17.5	6.3
C[C@H](NC(=O)C1CC(=O)N(c2ccc3c(c2)OCCO3)C1)C(=O)N1CCCCC1 (stereo not given in full)	2.6	1.3	-8.3	-9.7	-11.2	-3.2	12.3	1.9	17.1
COc1cc(/C=N/Nc2snc(SC)c2C#N)ccc1O	2.0	-11.2	-1.7	24.0	-19.9	0.8	7.7	36.5	3.3
COC(=O)C1=COC(OC2OC(CO)C(O)C(O)C2O)C2C1C=CC2(O)CO (stereo not given)	0.2	1.3	-6.8	-25.9	0.8	-1.8	15.8	2.1	0.6
CSc1ncccc1C(=O)N1CCN(S(=O)(=O)c2ccc(C)cc2)CC1	4.9	-2.6	-6.0	10.8	-12.6	-1.4	3.1	4.9	7.6
COc1ccc(CCC(=O)NC2CCC(C)CC2)cc1 (stereo not given)	1.4	-3.0	4.2	-1.1	-9.8	-9.5	1.4	-1.8	0.3

Molecule	CHO-K1 Ca ag	CHO parental Ca	M1 antag	TAAR1 antagonist	CHO-K1 Ca antag	CHRM1 agonist	CHO-K1 Ca PAM	TAAR1 ag	CHRM1 PAM
Cc1nnn(C23CC4CC(CC(C(=O)NN)(C4)C2)C3)n1	-0.3	-11.5	-11.2	-12.4	-11.9	-5.7	18.6	0.0	11.0
CC(=O)c1ccc(N2CCN(S(=O)(=O)c3c(C)[nH]c(C)c3C(=O)N3CCCCC3)CC2)cc1	0.9	-24.5	-0.1	-11.5	-11.3	-3.7	-0.4	3.3	4.9
Cc1cc(C)n(-c2nc(C)nc(N)n2)n1	0.3	1.4	-12.4	13.8	-9.4	-1.6	5.3	7.8	-7.3
CCN(CC(=O)Nc1ccccc1C(F)(F)F)C(=O)c1ccc(N2C(=O)CCC2=O)cc1	1.2	-1.6	-2.6	-3.0	-10.5	-2.5	1.1	0.5	5.2
O=C(Nc1cccc(F)c1)c1ccc(-c2ccccc2Cl)o1	-0.2	-13.9	7.3	x	-8.5	-5.7	2.2	x	-7.1
O=C(CN1C(=O)c2cccnc2Oc2ccc(Cl)cc21)NC1CCCCCC1	1.6	-13.6	11.8	-27.2	7.8	-2.1	16.6	-1.7	-3.2
Cc1ccc(NC2CCCN(C(=O)CCc3scnc3C)C2)cc1C (stereo not given)	1.2	-22.4	-22.1	-9.5	-10.2	-5.7	9.2	-0.7	7.3
CC(C)CN(C(=O)Cn1c(Cl)nc2c1c(=O)n(C)c(=O)n2C)C1CCS(=O)(=O)C1 (stereo not given)	2.8	8.6	-6.5	-1.6	4.7	-2.4	11.9	0.3	6.9
COc1ccc(-n2c(O)cnc2Nc2nc(C)cc(C)n2)cc1OC	0.1	-5.9	-12.4	-12.7	-7.6	-2.9	13.8	0.9	3.4
CCN(CC)CCNC(=O)c1c(O)c2c([nH]c1=O)CCCC2	0.2	-11.1	6.4	-4.6	-19.7	-12.1	13.1	6.2	-7.2
CSc1ccccc1-c1n[nH]c(=S)o1	0.5	x	-7.8	1.7	-2.1	-3.6	-5.8	-1.6	1.7
O=C(c1cccs1)N(Cc1ccccn1)Cc1ccco1	0.3	3.7	0.1	8.8	-6.9	-8.0	2.4	5.3	0.9
COc1cccc(C(=O)N2CCN(Cc3cc(Br)ccc3OC)CC2)c1	0.3	-37.3	-22.1	-2.8	9.7	-2.7	3.3	4.4	4.8
CC1CC(C)(C)CC2(C1)NC(=O)N(CC(=O)NCc1ccccc1F)C2=O (stereo not given)	0.4	-15.7	-9.0	4.2	3.0	-1.9	-4.0	0.4	2.5
C/C(=N/NC(=O)c1nnn(-c2nonc2N)c1COc1ccccc1)c1ccccc1Cl	2.8	-17.5	4.7	-6.6	-9.1	-2.3	5.2	-1.0	-2.9

Molecule	CHO-K1 Ca ag	CHO parental Ca	M1 antag	TAAR1 antagonist	CHO-K1 Ca antag	CHRM1 agonist	CHO-K1 Ca PAM	TAAR1 ag	CHRM1 PAM
Cc1oc2cc3oc(=O)cc(C)c3cc2c1C	1.2	-15.9	4.9	-5.0	-11.0	-3.1	8.4	-1.4	1.4
Cc1ccc(NC(=O)N(C)c2ccccc2)cc1	-0.1	x	-16.1	6.2	6.1	0.9	-0.5	0.4	21.0
Cc1cc(S(=O)(=O)Nc2ccc(N(C)C)cc2)c(C)s1	1.2	-19.1	14.4	-11.2	-29.4	-12.5	2.7	1.1	-18.7
Cn1c(/N=C(\N)c2ccccc2)nc2ccccc21	0.3	x	-11.6	-8.6	-11.6	-4.1	12.7	2.2	10.4
CCOC(=O)C(C)Oc1cccc2c(=O)n(CC(=O)Nc3cccc(OC)c3)ccc12 (stereo not given)	1.6	-6.7	-9.1	-5.4	-11.1	0.2	24.8	3.0	3.2
COc1cc(-c2nc3n(n2)C(c2ccc(F)cc2)C2=C(CCCC2=O)N3)cc(OC)c1OC (stereo not given)	1.5	-16.1	3.8	10.9	-2.5	-4.0	11.2	4.6	3.4
C[C@@H]1CN([C@@H](C)CO)C(=O)c2cc(Br)cnc2O[C@@H]1CN(C)S(C)(=O)=O	-0.3	x	-3.2	2.0	-1.3	-2.9	4.4	1.7	-3.5

# 4 entries already listed, arranged by molar mass, highest first.
Molecule	CHO-K1 Ca ag	CHO parental Ca	M1 antag	TAAR1 antagonist	CHO-K1 Ca antag	CHRM1 agonist	CHO-K1 Ca PAM	TAAR1 ag	CHRM1 PAM
CCCCN(C(=O)c1ccc(N(C)S(=O)(=O)c2ccc(C)cc2)cc1)c1c(N)n(CC(C)C)c(=O)[nH]c1=O	-0.1	x	-0.3	-3.0	-4.0	-1.7	-4.9	17.5	6.3
O=C(CN1C(=O)c2cccnc2Oc2ccc(Cl)cc21)NC1CCCCCC1	1.6	-13.6	11.8	-27.2	7.8	-2.1	16.6	-1.7	-3.2
O=C(Cc1cccs1)Nc1cccc(-c2nc3ccccc3o2)c1	0.8	-21.1	-31.4	28.4	7.1	2.3	-2.5	9.8	5.6
CCN(CC)CCNC(=O)c1c(O)c2c([nH]c1=O)CCCC2	0.2	-11.1	6.4	-4.6	-19.7	-12.1	13.1	6.2	-7.2
